Bioassay records as filed in PubChem BioAssay.
Htt clearance = mutant huntingtin protein clearance; HeLa Exon1htt(103Q)mCFP, aggregate imaging; zero = plate's median compound well; inhibition, % at 1.5 µM; 47,000 tested, 0.42% active; AID 853;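 active means inhibition of aggregate fluorescence above about 70%, also judged a hit by eye on the cell image, limit read from the data, passing the limit was not always enough; inconclusive means no rule stated for this call; inactive means not judged a hit on image review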;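 further: cells exposed to compound for three days before fixation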
Htt clearance grain fraction = second read-out of Htt clearance, no call of its own (marks repeat the call); fraction fluorescence in grains; measured here: aggregate grain fluorescence fraction; hits give low values;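 scaled fraction of total cell fluorescence in grains with unit not stated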
* marks the source's active call; other numbers are inactive results. This is a subset. The share of hits here may be higher or lower than overall.

`Cc1ccc(-n2ncc3c(NCC4CCCO4)ncnc32)c(C)c1` (stereo unspecified) gave Htt clearance 18 and Htt clearance grain fraction 16.
For Cc1ccc(S(=O)(=O)NC(=NCC(=O)O)c2ccc(F)cc2)cc1 the results were Htt clearance 4 and Htt clearance grain fraction 19.
For Cc1[nH]c2ccccc2c(=O)c1CN(C)Cc1ccccc1 the results were Htt clearance 59 and Htt clearance grain fraction 7.3.
Screening CCCCC(=O)Nc1ccc(C(=O)Nc2ccc3c(c2)OCO3)cc1 returned Htt clearance 3 and Htt clearance grain fraction 18.
COc1ccccc1-n1c(SCC(=O)Nc2nnc(C)s2)nc2c(c1=O)SCC2 was read as Htt clearance 48 and Htt clearance grain fraction 10.
`O=C(O)c1cnn2c(C(F)F)cc(C3CC3)nc12` gave Htt clearance 39 and Htt clearance grain fraction 11.
For Cc1ccc(CC2C(=O)N(c3ncccn3)C(=O)C2C)cc1 (stereo unspecified) the results were Htt clearance 32 and Htt clearance grain fraction 28.
Screening NC(=O)C1CCN(C(=O)CSCc2ccccc2Cl)CC1 returned Htt clearance -360 and Htt clearance grain fraction 194.
Screening COc1ccc2nc(C)cc(Nc3ccc(N4CCOCC4)cc3)c2c1 returned Htt clearance -86 and Htt clearance grain fraction 38.
Screening O=C(c1ccc2c(c1)OCO2)N1CCN(c2ccc(F)cc2)CC1 returned Htt clearance 66 and Htt clearance grain fraction 12.
Screening Cc1ccc2c(c1)C=CC(C)N2C(=O)c1ccccc1 (stereo unspecified) returned Htt clearance -46 and Htt clearance grain fraction 61.
Screening CCN(CC)CCCn1c(=S)[nH]c2ncccc2c1=O returned Htt clearance 36 and Htt clearance grain fraction 10.
Cc1cc(=O)[nH]c(SCCOc2cccc(C(F)(F)F)c2)n1 was read as Htt clearance 4 and Htt clearance grain fraction 17.
`O=C(Cc1ccc(Cl)cc1)Nc1ccc(-c2nnc(-c3ccco3)o2)cc1` gave Htt clearance 30 and Htt clearance grain fraction 31.
For N#Cc1cc(C(=O)c2cc(Cl)ccc2O)cn(CC2CCCO2)c1=O (stereo unspecified) the results were Htt clearance -17 and Htt clearance grain fraction 39.
For Cc1cc(C)n(/N=C/c2ccccc2)c(=O)c1C#N the results were Htt clearance -12 and Htt clearance grain fraction 45.
`Cc1ccc2nc(NC(=O)CCNS(=O)(=O)c3ccc(Br)s3)sc2c1` gave Htt clearance 36 and Htt clearance grain fraction 26.
Cc1ncsc1C(=O)Nc1nc2c(s1)CCCC2 was read as Htt clearance -10 and Htt clearance grain fraction 36.
Screening CCOC(=O)c1c(-c2ccccc2)csc1NC(=O)CSc1nnnn1C returned Htt clearance 48 and Htt clearance grain fraction 16.
CCCCNC(=O)c1cc2n(n1)C(C(F)(F)F)CC(c1ccccc1)N2 (stereo unspecified) was read as Htt clearance -1 and Htt clearance grain fraction 34.
`CCCS(=O)(=O)N1CCCC(C(=O)NCCCN2CCCC2=O)C1` (stereo unspecified) gave Htt clearance 8 and Htt clearance grain fraction 19.
`CCOC(=O)C1CCN(C(=O)Cc2cccs2)CC1` gave Htt clearance -20 and Htt clearance grain fraction 22.
For COc1cc(C(=O)Nc2ccc(-c3nnc(-c4ccco4)o3)cc2)cc(OC)c1OC the results were Htt clearance -30 and Htt clearance grain fraction 56.
Screening Cc1ccc(NC(=O)CC2Oc3ccccc3NC2=O)c(C)c1 (stereo unspecified) returned Htt clearance -9 and Htt clearance grain fraction 53.
For O=C(CN1CCN(c2ccc(F)cc2)CC1)NCC1CCCO1 (stereo unspecified) the results were Htt clearance -35 and Htt clearance grain fraction 50.
Cc1cc(C)n(CC(O)Cn2ccc3ccccc32)n1 (stereo unspecified) was read as Htt clearance -8 and Htt clearance grain fraction 21.
`CC(=O)Nc1nnc(-c2ccc3c(c2)CCCC3)o1` gave Htt clearance 6 and Htt clearance grain fraction 32.
CCOc1ccc(-n2c(Cc3cc(=O)[nH]c(=O)[nH]3)nnc2SC(C)C(=O)OC)cc1 (stereo unspecified) was read as Htt clearance -39 and Htt clearance grain fraction 63.
For O=c1c2cnn(-c3ccc(F)cc3)c2ncn1Cc1ccc(F)cc1 the results were Htt clearance -14 and Htt clearance grain fraction 22.
Cc1cccc(-n2c(N)c(C(=O)N3CCN(C)CC3)sc2=S)c1 was read as Htt clearance 10 and Htt clearance grain fraction 18.
Screening CCC(c1nc2ccccc2c(=O)n1CCCn1ccnc1)N1C(=O)c2ccccc2C1=O (stereo unspecified) returned Htt clearance 47 and Htt clearance grain fraction 20.
CC(=O)c1c(C)nc2ccc(Cl)cn12 was read as Htt clearance -41 and Htt clearance grain fraction 28.
Screening O=C1CC(SC(=NCc2ccc3c(c2)OCO3)Nc2ccccc2)C(=O)N1 (stereo unspecified) returned Htt clearance -32 and Htt clearance grain fraction 50.
For CCCn1c(N)c(C(=O)CSc2nnnn2-c2ccc(O)cc2)c(=O)n(C)c1=O the results were Htt clearance 50 and Htt clearance grain fraction 15.
For Nn1c(-c2ccccc2Cl)nnc1-c1ccccc1Cl the results were Htt clearance 25 and Htt clearance grain fraction 15.
Screening CCOC(=O)c1[nH]c2ccc(OC)cc2c1NC(=O)CN1CCC2(CC1)OCCO2 returned Htt clearance -37 and Htt clearance grain fraction 28.
`COc1cccc(NC(=O)COc2ccccc2C(N)=O)c1` gave Htt clearance -9 and Htt clearance grain fraction 20.
For Cc1ccc(C(=O)Cn2c(N3CCOCC3)nc3c2c(=O)n(C)c(=O)n3C)cc1 the results were Htt clearance 15 and Htt clearance grain fraction 32.
CCCC(=O)Nc1nnc(CCN2CCCCC2)s1 was read as Htt clearance 30 and Htt clearance grain fraction 28.
CC(C)n1cc(/C=C(\C#N)S(=O)(=O)c2ccccc2)c2ccccc21 was read as Htt clearance 20 and Htt clearance grain fraction 17.
Cc1nn2c(CN(C(=O)c3ccco3)c3ccccc3)nnc2c2ccccc12 was read as Htt clearance -5 and Htt clearance grain fraction 22.
For COC(=O)c1cc2ccsc2n1Cc1nc(-c2ccc(OC)cc2)oc1C the results were Htt clearance -128 and Htt clearance grain fraction 41.
Screening Cc1ccnc(NS(=O)(=O)c2cccc3nsnc23)c1 returned Htt clearance 3 and Htt clearance grain fraction 17.
Cc1cc(-c2nc3cccnc3s2)ccc1NS(=O)(=O)c1ccc2c(c1)OCCO2 was read as Htt clearance -9 and Htt clearance grain fraction 45.
For CCC1(C)Cc2c(sc3nc4n(c(=O)c23)CCCS4)CO1 (stereo unspecified) the results were Htt clearance 28 and Htt clearance grain fraction 14.
Screening CCN(Cc1ccccc1)C(=O)c1ccccc1C returned Htt clearance -11 and Htt clearance grain fraction 23.
For CSc1nnc2c(n1)OC(c1cn(C)c3ccccc13)N(C(C)=O)c1ccccc1-2 (stereo unspecified) the results were Htt clearance 2 and Htt clearance grain fraction 20.
Nc1ccccc1C(=O)N(Cc1ccccc1)Cc1ccccc1 was read as Htt clearance 54 and Htt clearance grain fraction 9.
Screening N#Cc1c(-c2ccccc2)ccn(Cc2ccc(Cl)cc2)c1=O returned Htt clearance -2 and Htt clearance grain fraction 39.
For CC1Cc2ccccc2N1C(=O)C1CCN(S(=O)(=O)c2cccs2)CC1 (stereo unspecified) the results were Htt clearance -11 and Htt clearance grain fraction 47.
For CCOC(=O)C1CCCN(C(=O)CCNS(=O)(=O)c2ccc3c(c2)CCC(=O)N3)C1 (stereo unspecified) the results were Htt clearance -29 and Htt clearance grain fraction 41.
`CCOC(=O)COn1c(=O)c[n+]([O-])c2ccccc21` gave Htt clearance -27 and Htt clearance grain fraction 21.
Screening CCNc1nnc(-c2ccccc2OC)s1 returned Htt clearance -35 and Htt clearance grain fraction 30.
`CCn1cnc2c1c(=O)n(Cc1nnc3n1-c1ccccc1SC3)c(=O)n2Cc1ccccc1` gave Htt clearance -28 and Htt clearance grain fraction 52.
Screening Cc1ccc(NC(=O)Cn2c(C)cc(C)c(C#N)c2=O)c(Cl)c1 returned Htt clearance 3 and Htt clearance grain fraction 33.
`Cc1cc(NC(=O)CSc2nnnn2C2CCCC2)no1` gave Htt clearance 44 and Htt clearance grain fraction 16.
O=C1C2C(C(=O)N1c1ccc3c(c1)OCO3)C1C=CC2C12CC2 (stereo unspecified) was read as Htt clearance -31 and Htt clearance grain fraction 24.
O=C(NCCCn1ccnc1)c1ccncc1 was read as Htt clearance 17 and Htt clearance grain fraction 17.
N#Cc1c(Oc2ccc3ccccc3c2)sc(C(=O)c2ccccc2)c1N was read as Htt clearance 1 and Htt clearance grain fraction 21.
For CC(Nc1cccc2ccccc12)C(=O)N/N=C/c1ccccn1 (stereo unspecified) the results were Htt clearance 61 and Htt clearance grain fraction 8.9.

Brought forward from above: two compounds, then new ones.
N#Cc1c(Oc2ccc3ccccc3c2)sc(C(=O)c2ccccc2)c1N was read as Htt clearance 1 and Htt clearance grain fraction 21.
For CC(Nc1cccc2ccccc12)C(=O)N/N=C/c1ccccn1 (stereo unspecified) the results were Htt clearance 61 and Htt clearance grain fraction 8.9.
Screening O=C(O)c1[nH]nc2c1COc1ccccc1-2 returned Htt clearance 32 and Htt clearance grain fraction 13.
Screening CCOC(=O)/C(C#N)=C/C1=C(N2CCCC2)CC(C)(C)OC1 returned Htt clearance 8 and Htt clearance grain fraction 26.
For CCN(c1ccccc1)S(=O)(=O)c1ccc(C(=O)Nc2nnc(COC)o2)cc1 the results were Htt clearance 8 and Htt clearance grain fraction 34.
COc1ccc(S(=O)(=O)c2c(N)n(Cc3ccco3)c3nc4ccccc4nc23)cc1 was read as Htt clearance 26 and Htt clearance grain fraction 15.
Screening CC(C)(C)NCC(=O)c1c[nH]c2ccccc12 returned Htt clearance 42 and Htt clearance grain fraction 21.
For COc1ccc(OC)c(C(=O)COC(=O)c2cc(C)oc2C)c1 the results were Htt clearance 6 and Htt clearance grain fraction 18.
`COCCNc1ncnc2nc[nH]c12` gave Htt clearance inconclusive.
COc1ccc2c(c1)c1ncnc(N3CCN(Cc4ccc5c(c4)OCO5)CC3)c1n2C was read as Htt clearance 42 and Htt clearance grain fraction 25.
CN(CCCNC(=O)C1CCCN(S(=O)(=O)c2cnc[nH]2)C1)c1ccccc1 (stereo unspecified) was read as Htt clearance 7 and Htt clearance grain fraction 42.
`Cc1nc(CCNC(=O)Cc2ccc(F)cc2)cs1` gave Htt clearance -18 and Htt clearance grain fraction 57.
`Cc1cc(C)c(Cn2c(=O)n(CCCC(=O)NCc3ccco3)c(=O)c3ccccc32)c(C)c1` gave Htt clearance -20 and Htt clearance grain fraction 19.
COc1ccc(NC(=O)C2CCC(=O)N2S(=O)(=O)c2ccc(C)cc2)c(OC)c1 (stereo unspecified) was read as Htt clearance 54 and Htt clearance grain fraction 7.6.
C(=C\c1cc(/C=C/c2ccccc2)ncn1)/c1ccccc1 was read as Htt clearance -68 and Htt clearance grain fraction 67.
For Cc1ccc(C)n1NC(=O)c1ccco1 the results were Htt clearance 25 and Htt clearance grain fraction 16.
Cc1ccc2c(C)[nH]c(=O)cc2c1 was read as Htt clearance -6 and Htt clearance grain fraction 36.
Cc1cccc(N2CCN(C(=O)C(Cc3ccccc3)n3cccc3)CC2)c1C (stereo unspecified) was read as Htt clearance -19 and Htt clearance grain fraction 43.
COc1ccc(NC(=O)OC(C)C)cc1 was read as Htt clearance 17 and Htt clearance grain fraction 32.
`CCOc1ccc(CNc2ccc3c(c2)ncn3C)cc1` gave Htt clearance -37 and Htt clearance grain fraction 27.
`COc1cc2c(C(=O)N3CCN(C4CCCCC4)CC3)cn(CC(C)C)c(=O)c2cc1OC` gave Htt clearance -35 and Htt clearance grain fraction 44.
For O=C(NCc1ccccc1)C(c1ccc(O)cc1)N(C(=O)Cn1nnc(-c2cccs2)n1)c1ccc2c(c1)OCCO2 (stereo unspecified) the results were Htt clearance 19 and Htt clearance grain fraction 14.
For O=C(Nc1ccn(-c2ccccc2)n1)c1ccc(S(=O)(=O)N2CCCCCC2)cc1 the results were Htt clearance -59 and Htt clearance grain fraction 61.
`COc1cc(C2CC(C(F)(F)F)n3ncc(C(=O)O)c3N2)cc(OC)c1OC` (stereo unspecified) gave Htt clearance -40 and Htt clearance grain fraction 47.
COc1ccc(OC)c(NC(=O)CSc2nnc(CCCO)n2-c2ccccc2)c1 was read as Htt clearance -46 and Htt clearance grain fraction 30.
Screening CCOc1ccc(OC(=O)NC(c2ccccc2)C(Cl)(Cl)Cl)cc1 (stereo unspecified) returned Htt clearance 31 and Htt clearance grain fraction 15.
For CC(=O)N1CCN(c2ccc(S(=O)(=O)N3CCCCC3)cn2)CC1 the results were Htt clearance -16 and Htt clearance grain fraction 22.
CC(NC(=O)c1ccccc1Br)c1ccc2c(c1)CCCC2 (stereo unspecified) was read as Htt clearance -11 and Htt clearance grain fraction 43.

Molecules listed so far that contain an NH in an aromatic ring (10):
For Cc1[nH]c2ccccc2c(=O)c1CN(C)Cc1ccccc1 the results were Htt clearance 59 and Htt clearance grain fraction 7.3.
Screening CCN(CC)CCCn1c(=S)[nH]c2ncccc2c1=O returned Htt clearance 36 and Htt clearance grain fraction 10.
Cc1cc(=O)[nH]c(SCCOc2cccc(C(F)(F)F)c2)n1 was read as Htt clearance 4 and Htt clearance grain fraction 17.
CCOc1ccc(-n2c(Cc3cc(=O)[nH]c(=O)[nH]3)nnc2SC(C)C(=O)OC)cc1 (stereo unspecified) was read as Htt clearance -39 and Htt clearance grain fraction 63.
Screening CCOC(=O)c1[nH]c2ccc(OC)cc2c1NC(=O)CN1CCC2(CC1)OCCO2 returned Htt clearance -37 and Htt clearance grain fraction 28.
Screening O=C(O)c1[nH]nc2c1COc1ccccc1-2 returned Htt clearance 32 and Htt clearance grain fraction 13.
Screening CC(C)(C)NCC(=O)c1c[nH]c2ccccc12 returned Htt clearance 42 and Htt clearance grain fraction 21.
`COCCNc1ncnc2nc[nH]c12` gave Htt clearance inconclusive.
CN(CCCNC(=O)C1CCCN(S(=O)(=O)c2cnc[nH]2)C1)c1ccccc1 (stereo unspecified) was read as Htt clearance 7 and Htt clearance grain fraction 42.
Cc1ccc2c(C)[nH]c(=O)cc2c1 was read as Htt clearance -6 and Htt clearance grain fraction 36.
